# Screens (PubChem)
# Cav32 inh: blocks human Cav3.2 T-type calcium channel; Cav3.2-expressing cells, Fluo-4 calcium fluorescence FDSS; stronger effect = lower value; B-score at 10 µM; hit rate 4% among 100,000;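 active means single-dose well whose peak fluorescence ratio is a statistical outlier from its plate by either plate-standardised score or position-corrected B-score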
# Target sequence (O95180 whole entry, looked up): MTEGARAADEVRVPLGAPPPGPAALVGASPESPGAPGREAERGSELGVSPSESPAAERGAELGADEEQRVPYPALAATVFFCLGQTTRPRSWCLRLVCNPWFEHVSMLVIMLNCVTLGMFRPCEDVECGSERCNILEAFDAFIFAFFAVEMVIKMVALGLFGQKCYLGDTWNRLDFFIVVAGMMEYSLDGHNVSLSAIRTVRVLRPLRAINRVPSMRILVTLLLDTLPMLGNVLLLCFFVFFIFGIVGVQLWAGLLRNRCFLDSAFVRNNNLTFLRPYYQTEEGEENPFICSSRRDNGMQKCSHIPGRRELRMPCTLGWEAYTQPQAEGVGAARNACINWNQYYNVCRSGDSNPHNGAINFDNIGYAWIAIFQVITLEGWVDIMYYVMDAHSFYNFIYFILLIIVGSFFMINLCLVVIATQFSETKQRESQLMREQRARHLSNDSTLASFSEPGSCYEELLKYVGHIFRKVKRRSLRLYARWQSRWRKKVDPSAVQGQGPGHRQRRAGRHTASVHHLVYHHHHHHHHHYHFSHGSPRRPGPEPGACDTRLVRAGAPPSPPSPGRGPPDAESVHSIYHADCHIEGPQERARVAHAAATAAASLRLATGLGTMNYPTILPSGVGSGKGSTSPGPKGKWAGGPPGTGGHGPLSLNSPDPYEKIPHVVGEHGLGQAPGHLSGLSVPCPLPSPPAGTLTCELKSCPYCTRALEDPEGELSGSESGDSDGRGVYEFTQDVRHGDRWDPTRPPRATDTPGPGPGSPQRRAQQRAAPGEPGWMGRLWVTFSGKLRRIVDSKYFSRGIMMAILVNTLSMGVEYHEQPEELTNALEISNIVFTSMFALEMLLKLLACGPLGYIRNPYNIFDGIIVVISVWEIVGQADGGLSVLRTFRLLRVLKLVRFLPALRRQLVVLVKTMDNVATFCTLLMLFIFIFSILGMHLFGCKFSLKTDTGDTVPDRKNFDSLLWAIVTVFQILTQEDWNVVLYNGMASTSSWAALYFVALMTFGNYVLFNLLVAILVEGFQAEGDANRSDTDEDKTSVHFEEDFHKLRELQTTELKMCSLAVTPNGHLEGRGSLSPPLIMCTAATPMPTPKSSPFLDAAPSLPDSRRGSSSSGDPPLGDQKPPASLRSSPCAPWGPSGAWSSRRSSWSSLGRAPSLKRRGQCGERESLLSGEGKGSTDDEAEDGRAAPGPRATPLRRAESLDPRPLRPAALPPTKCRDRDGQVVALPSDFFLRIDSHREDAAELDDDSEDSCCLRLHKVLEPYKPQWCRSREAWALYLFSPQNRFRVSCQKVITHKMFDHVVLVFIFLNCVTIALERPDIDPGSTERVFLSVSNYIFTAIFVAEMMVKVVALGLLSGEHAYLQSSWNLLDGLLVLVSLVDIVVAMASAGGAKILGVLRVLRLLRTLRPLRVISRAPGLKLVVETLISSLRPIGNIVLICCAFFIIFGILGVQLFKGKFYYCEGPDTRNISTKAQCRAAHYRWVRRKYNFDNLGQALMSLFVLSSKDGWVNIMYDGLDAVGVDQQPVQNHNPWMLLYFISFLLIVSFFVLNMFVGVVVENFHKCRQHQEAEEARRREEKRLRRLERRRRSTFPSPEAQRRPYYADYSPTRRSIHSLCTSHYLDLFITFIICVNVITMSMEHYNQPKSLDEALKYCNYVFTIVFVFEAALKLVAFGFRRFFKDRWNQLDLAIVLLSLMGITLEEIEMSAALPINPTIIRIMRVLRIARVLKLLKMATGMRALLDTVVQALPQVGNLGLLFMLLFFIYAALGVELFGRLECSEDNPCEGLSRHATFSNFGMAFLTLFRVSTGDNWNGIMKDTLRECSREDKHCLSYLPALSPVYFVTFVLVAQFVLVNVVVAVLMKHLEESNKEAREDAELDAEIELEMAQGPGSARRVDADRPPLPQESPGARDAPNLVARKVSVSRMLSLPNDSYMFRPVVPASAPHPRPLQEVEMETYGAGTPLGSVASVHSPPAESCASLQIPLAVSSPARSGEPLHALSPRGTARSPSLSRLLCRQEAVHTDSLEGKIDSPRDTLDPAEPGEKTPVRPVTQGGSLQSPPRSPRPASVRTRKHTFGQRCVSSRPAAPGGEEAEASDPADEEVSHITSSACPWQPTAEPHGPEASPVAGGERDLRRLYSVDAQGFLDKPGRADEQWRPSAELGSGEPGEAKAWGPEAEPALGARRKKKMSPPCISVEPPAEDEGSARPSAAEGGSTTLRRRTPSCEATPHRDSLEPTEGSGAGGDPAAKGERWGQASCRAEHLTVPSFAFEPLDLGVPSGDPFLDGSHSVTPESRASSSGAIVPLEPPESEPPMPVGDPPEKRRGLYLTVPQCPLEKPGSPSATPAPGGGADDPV
# * hit, by the source's call.
Cav32 inh | structure
-0.415 | C=CCn1c(SCc2csc(C)n2)nc2scc(-c3ccc(C)o3)c2c1=O
0.0452 | CN1C(=O)c2ccc(N(C)C)cc2C1=O
0.637 | CCN(CC)C(=O)CN1CCC(n2c(C)nc3cc(C(F)(F)F)ccc32)CC1
0.501 | O=C(c1cc(Cl)c(=O)n(Cc2ccccc2)c1)N1CCOCC1
-2.44 | COC(=O)c1sccc1-c1ccc(/C=N/OCc2c(Cl)cccc2Cl)o1
0.202 | CSCC[C@H](NC(=O)c1nn(C)c(=O)c2ccccc12)c1nc2ccccc2[nH]1
0.414 | CC(=O)NS(=O)(=O)c1ccc(N)cc1
-0.189 | CCCNC(=O)COC(=O)CCC(=O)c1ccc(F)cc1
-0.541 | Nc1nc2c(ncn2COC(CO)CO)c(=O)[nH]1
-9.38* | COC(=O)c1ccc(NC(=O)CSc2nnc(Cc3cccn3C)n2-c2ccc(F)cc2)cc1
1.98 | Cn1c(Br)nc2c1c(=O)n(CC(O)COc1ccccc1)c(=O)n2C (stereo unspecified)
0.613 | CC(C)C(=O)NC(NC(=S)NC1CCS(=O)(=O)C1)C(Cl)(Cl)Cl (stereo unspecified)
0.975 | CN1CCCCCC1=NC1=C(C#N)CCCC1
0.563 | CCOC(=O)C1Nc2ccc(C)cc2C2C=CCC12 (stereo unspecified)
-0.425 | CC(=O)C1=C(NC(=O)c2ccc(F)cc2)CC2C1C2(C)C (stereo unspecified)
-3.21 | O=C(C1CC1)N1CCc2cc(Br)cc(S(=O)(=O)N3CCN(c4ccccn4)CC3)c21
-0.39 | Cc1nc2ccccn2c1-c1csc(NCc2ccco2)n1
0.323 | COc1cc(OC)c(OC)cc1CNCCNC(=O)c1nonc1N
0.272 | CCC(C)NC(=O)C1CCN(S(=O)(=O)c2cccs2)CC1 (stereo unspecified)
0.528 | Cc1ccc2c(c1)CCCN2C(=O)c1cccs1
0.178 | COc1cc(/C=N/N2C(=O)CSC2=S)ccc1O
0.953 | COc1ccc(NC(=O)CSc2nc3sc(C)c(C)c3c(=O)n2Cc2ccco2)cc1
0.834 | COc1ccc(CCC(=O)Nc2ccc(N3CCOCC3)cc2)cc1
1.12 | O=C(/C=N/O)NCc1cccnc1
0.736 | Cc1ccc2cc(CN(CCCN3CCOCC3)C(=O)NC3CCCCC3)c(=O)[nH]c2c1C
0.463 | COc1ccc(-c2cnc(N)nc2-c2ccc(OC)cc2O)cc1
-2.09 | CCOC(=O)N1CCN(C(=O)c2ccc3c(c2)N(Cc2ccc(C)cc2)CCS3)CC1
0.234 | CC(O)CNC(=O)C1CCN(Cc2ccc(OCc3ccccc3)cc2)CC1 (stereo unspecified)
-0.362 | Cc1ccc(-c2cc(C(F)F)n3ncc(C(=O)N4CCCc5ccccc54)c3n2)cc1
-0.0156 | CC(C(=O)NCc1ccco1)n1cc(C(=O)c2ccco2)c2ccccc21 (stereo unspecified)
1.15 | COc1cccc2c(C)nc(Nc3nc(CSc4nnc(C)s4)cc(=O)[nH]3)nc12
0.246 | CC(C)(C)n1nnnc1C(c1cccnc1)N1CCN(c2ccccc2F)CC1 (stereo unspecified)
0.0956 | COC(=O)c1cc(OC)c(OC)cc1NC(=O)CN1C(=O)c2ccccc2C1=O
-0.00533 | Cc1cc(C)nc(NS(=O)(=O)c2ccc(NC(=O)NC3CCCCC3)cc2)n1
-2.98 | Cc1ccc(-c2noc(CSc3nnc(-c4ccncc4)n3-c3ccc(C)cc3)n2)cc1
0.388 | COc1ccc(-c2cc(CNC(=O)CCl)on2)cc1

# Printed as active in Cav32 inh, among the entries above:
Cav32 inh | structure
-9.38* | COC(=O)c1ccc(NC(=O)CSc2nnc(Cc3cccn3C)n2-c2ccc(F)cc2)cc1

# 2 neighbouring compounds from above, quoted:
Cav32 inh | structure
1.15 | COc1cccc2c(C)nc(Nc3nc(CSc4nnc(C)s4)cc(=O)[nH]3)nc12
0.246 | CC(C)(C)n1nnnc1C(c1cccnc1)N1CCN(c2ccccc2F)CC1 (stereo unspecified)

# Continued.
Cav32 inh | structure
0.372 | O=c1c2ccccc2c(-c2ccc(Br)cc2)nn1Cc1ccccc1
0.283 | O=C(CN1CCN(c2ncccn2)CC1)NCCC1=CCCCC1
-0.559 | COC(=O)C1CCN(C(c2cccs2)c2sc3nc(C)nn3c2O)CC1 (stereo unspecified)
0.61 | O=C(Oc1ccccc1)Oc1ccc2c(c1)oc(=O)c1ccccc12
-0.753 | Cc1ccc(C)c(OCC(=O)O/N=C(\N)c2ccccn2)c1
-2.02 | CCOC(=O)c1cc2sc(C)cc2n1CC(=O)NCCc1ccccc1
-3.59 | Cc1ccccc1CSc1nccn1-c1ccccc1
0.273 | CCS(=O)(=O)N1CCCC(C(=O)NCCCOC(C)C)C1 (stereo unspecified)
1.18 | COc1cc(CN2CCC(C(=O)N3CCN(c4ccccc4F)CC3)CC2)cc(OC)c1OC
0.0182 | O=C(NC1CC2CCCC(C1)N2C(=O)Nc1ccccc1)c1ccncc1 (stereo unspecified)
-0.481 | CC(=O)Oc1cccc(N2C(=O)CC(Nc3ccc(N4CCOCC4)cc3)C2=O)c1 (stereo unspecified)
0.621 | CCOc1ccc(C(=O)NCCCn2ccnc2)cc1

# Reformatted: 2 of the compounds above
smiles: CCS(=O)(=O)N1CCCC(C(=O)NCCCOC(C)C)C1 (stereo unspecified)
  Cav32 inh: 0.273
smiles: COc1cc(CN2CCC(C(=O)N3CCN(c4ccccc4F)CC3)CC2)cc(OC)c1OC
  Cav32 inh: 1.18

# Additional results.
Cav32 inh | structure
0.959 | CC(=O)OC(C(=O)NCCc1ccccc1)c1cccnc1 (stereo unspecified)
0.281 | COc1ccccc1NC(=O)c1ccc2nc(N3C(=O)CCC3=O)sc2c1
0.833 | COc1cc2nc(C3CC3)n(NC(=O)c3ccc(F)cc3)c(=O)c2cc1OC
0.413 | Nc1cc(=O)[nH]n1C1CCN(c2ccccc2)CC1
0.684 | CCOc1cc(S(=O)(=O)Nc2ccc(Cl)cn2)ccc1F
1.57 | CCCCn1cc(C(C)(C)C)c(C#N)c1NC(C)=O
-2.47 | COC(=O)C(C)N1C(=O)S/C(=C/c2cc(C)n(C(C)C)c2C)C1=O (stereo unspecified)
0.492 | COC(=O)c1[nH]c(C)c(/C(O)=C2\C(=O)C(=O)N(CCN(C)C)C2c2ccccc2OC)c1C (stereo unspecified)
-0.105 | COc1ccc(CCn2c(C)ccc2C)cc1OC
0.0178 | CCOC(=O)Cc1csc(NC(NC(=O)OCC)(C(=O)OCC)C(F)(F)F)n1 (stereo unspecified)
0.18 | CCOC(=O)c1cc(C(=O)Nc2ccccc2F)nn1C
-3.62 | CC(C)=CCC/C(C)=C/CCC(C)NCCN1CCNCC1 (stereo unspecified)

# Looked up by structure from the entries so far, 7 records:
Cav32 inh | structure
-2.47 | COC(=O)C(C)N1C(=O)S/C(=C/c2cc(C)n(C(C)C)c2C)C1=O (stereo unspecified)
0.281 | COc1ccccc1NC(=O)c1ccc2nc(N3C(=O)CCC3=O)sc2c1
0.18 | CCOC(=O)c1cc(C(=O)Nc2ccccc2F)nn1C
1.57 | CCCCn1cc(C(C)(C)C)c(C#N)c1NC(C)=O
-0.105 | COc1ccc(CCn2c(C)ccc2C)cc1OC
0.0178 | CCOC(=O)Cc1csc(NC(NC(=O)OCC)(C(=O)OCC)C(F)(F)F)n1 (stereo unspecified)
0.959 | CC(=O)OC(C(=O)NCCc1ccccc1)c1cccnc1 (stereo unspecified)

# Continuation:
Cav32 inh | structure
1.02 | O=[N+]([O-])c1ccc2n[nH]nc2c1
0.794 | COc1ccc(NC(=O)c2ccc3c(c2)C(=O)N(Cc2cccnc2)C3=O)cc1
0.53 | O=c1c[n+]([O-])c2ccccc2n1OCc1ccccn1
-0.196 | COC(=O)c1sc2ncccc2c1OCc1ccc(Cl)cc1Cl
0.448 | O=C(CCCCCC(=O)N(CCO)CCO)N(CCO)CCO
-3.53 | COc1ccc(N2C(=O)N(Cc3cccc(F)c3)c3ccccc3S2(=O)=O)cc1
-0.0186 | COC(=O)c1ccccc1NC(=O)C1CCCC1
0.177 | CCNC(=O)O/N=C(\C)c1sc(-c2ccccc2)nc1C
1.87 | Nc1nc(SCCN2C(=O)c3ccccc3C2=O)n[nH]1
0.00533 | COc1ccc(Cl)cc1NC(=O)N1CCN(CCc2ccccc2)CC1
-0.0483 | Oc1ccc(N=Cc2ccc(-c3cccs3)s2)cc1
0.276 | O=C(O)CCc1ccc(-c2ccc(F)cc2)n1CCC(=O)O
-1.5 | O=C(Nc1cc(C(=O)N2CCCC2)ccc1N1CCCC1)c1ccccc1F
-3.4 | Clc1ccc(CSc2nnc(CN3CCOCC3)n2-c2ccccc2)cc1Cl
-3.9 | CC(C)OC(=O)NC(C)(C)COC(=O)Nc1cccc(Cl)c1
0.0128 | CCCCOC(=O)/C=C\C(=O)OCCCC
0.406 | CCOC(=O)N1CCC(NC(=O)c2cc3c(-c4ccc(Cl)cc4)nn(C)c3s2)CC1
0.789 | CCOC(=O)C1=C(N)Oc2cc(C)n(CCc3ccc(OC)c(OC)c3)c(=O)c2C1c1cccnc1 (stereo unspecified)
0.0859 | Cc1c(C)c2cc(Cl)c(O)c(CN(C)C)c2oc1=O
-0.46 | COC(=O)c1cccc(Cn2nnc3ccccc3c2=O)c1
-0.429 | O=C(N1CCCCCC1)N1CCN(S(=O)(=O)N2CCCCC2)CC1
1.6 | CC1(C)Cc2nc3oc4c(N(CCO)Cc5ccccc5)ncnc4c3cc2CO1
-0.297 | CCOC(=O)c1ccccc1NC(=O)COc1ccccc1
-1.83 | O=C(c1ccc(Cl)cc1)N1CCCC(c2ccccc2)=N1
-0.00698 | CCN(CC)CCN1C(=O)C(=O)/C(=C(/O)c2cnn(-c3ccccc3)c2C)C1c1ccc(C)o1 (stereo unspecified)
-3.25* | CCOC(=O)N1CCN(C(=O)CSc2nnc(COc3ccc(Cl)cc3)o2)CC1
-4.6* | Cc1cc(C(c2nnnn2Cc2ccccc2)N2CCOCC2)c(C)n1-c1ccc2c(c1)OCO2 (stereo unspecified)
-0.526 | O=C(NCC1CCCO1)c1ccccc1-c1nc(-c2ccccc2)no1 (stereo unspecified)
0.0148 | COc1ccccc1CNC(=O)c1cccc(N(C)C)c1
0.398 | CC1(C)CC(=O)CC(C)(C)N1OC(=O)c1ccncc1
-0.332 | CN1CCN(C(=O)c2ccccc2-c2nc(-c3ccc(Cl)cc3)no2)CC1
0.249 | CCOc1cc(S(=O)(=O)NC2CC(C)(C)NC(C)(C)C2)ccc1F
0.0838 | COC(=O)C[C@H]1c2cc(C(F)(F)F)ccc2S(=O)(=O)N1C1CCCC1
-0.656 | CC1CCC(NC(=O)CC(C)(C)Cc2nc3ccccc3c(=O)[nH]2)CC1 (stereo unspecified)
-3.3 | CC1=C(C(=O)Nc2ccc(Cl)cc2)C(c2cccs2)n2nnnc2N1 (stereo unspecified)
0.297 | COc1ccc(Br)cc1/C(C)=N/NC1=NCCN1
-1.29 | O=C(CSc1nnc(-c2cccs2)o1)N1CCc2ccccc21
-0.0166 | CC1CCCCN1CCNC(=O)c1cnn2ccccc12 (stereo unspecified)
0.0537 | COc1ccc(CNC(=O)C2CCN(C(=O)N(C)C)CC2)c(OC)c1
0.0474 | CC(=O)Nc1ccc(S(=O)(=O)Nc2cccc(C(=O)NC(C)(C)C)c2)cc1
0.247 | CC1(C)S[C@@H]2[C@H](N=CN3CCCCCC3)C(=O)N2[C@H]1C(=O)O
0.738 | FC(F)(F)c1nnc2sc(-c3ccncc3)nn12
0.539 | CC1(c2nnc(Cc3ccccc3)o2)CC(c2ccccc2)=NO1 (stereo unspecified)
-6.01* | Cc1ccc(-n2nc3c(c2NC(=O)c2c(-c4ccccc4Cl)noc2C)CSC3)cc1
-0.00497 | O=C(C1CCN(CC2CCCCC2)CC1)N1CCCC1
0.0402 | Cc1cc(C)nc(NC(=O)C(C)N2C(=O)c3ccccc3C2=O)n1 (stereo unspecified)
0.0253 | Cc1ccc(OC(=O)NC2CCS(=O)(=O)C2)cc1C (stereo unspecified)
-0.0456 | CCCCS(=O)(=O)Nc1ccc2c(c1)ncn2C1CCCCC1
0.0531 | Cc1nnc(SCC(=O)NCc2cccs2)[nH]c1=O
1.1 | Cc1cccc(-n2ncc3c(N(CCO)CCO)ncnc32)c1
-0.00246 | CC(C)c1cc(C(=O)Nc2cc(Cl)ccc2O)no1
-0.138 | Clc1cccc(CSc2nnc(-c3c[nH]c4ccccc34)o2)c1
-1.89 | O=S(=O)(Nc1ccc(Oc2ncccn2)c(Cl)c1)c1ccc(Cl)cc1
0.151 | O=C(CCS(=O)(=O)c1cc(Br)cc2c1N(C(=O)C1CC1)CC2)NCc1ccco1
-6.55* | O=C1CC(SCCc2nc3ccccc3[nH]2)C(=O)N1c1ccc(Cl)cc1 (stereo unspecified)
-0.513 | C=CCn1c(SCCOc2ccc(OC)cc2)nnc1C(CO)NC(=O)c1ccc(OC)cc1 (stereo unspecified)
-0.754 | COc1ccc(C2CC(=O)C3=C(C2)NC(C)=C(C#N)C3c2ccc(N(C)C)cc2)cc1 (stereo unspecified)
0.828 | O=C1NNC(=O)C2C3C=CC(C4CC34)C12 (stereo unspecified)
-0.542 | CCc1ccccc1NC1c2ccccc2C(=O)N1c1cccnc1 (stereo unspecified)
-0.973 | Cc1ccc(S(=O)(=O)/N=C(\CSC(N)=O)Nc2ccccc2)cc1

# Additional results:
Cav32 inh | structure
-0.0135 | Cc1sc2ncn(CC(=O)N(CC(=O)NC3CCCC3)Cc3cccs3)c(=O)c2c1C
0.861 | Oc1cccc(O)c1O
-0.732 | Cc1cccc2nc(CNc3ccc(F)cc3)cn12
-0.813 | O=C(CCCN1C(=O)c2cccc3cccc(c23)C1=O)N1CCc2ccccc2C1
-1.21 | O=C(COc1ncnc2ccccc12)NC(=O)NCc1ccccc1
0.0596 | COc1cccc(NC(=O)C2CCCN(S(=O)(=O)c3ccc(-n4cnnn4)cc3)C2)c1 (stereo unspecified)
-1.35 | COc1ccc(C2c3sc(=O)[nH]c3SC3C4CCC(C4)C23)cc1OC (stereo unspecified)
-3.99* | O=C(CSc1nnc(-c2cc3ccccc3cc2O)n1Cc1ccco1)c1ccc(F)cc1
-1.6 | CCOC(=O)CCSc1nc(C(C)(C)C)cc(C(F)(F)F)c1C#N
-3.16 | CC(C)(C)C(=O)[C@@H]1[C@@H]2C(=O)N(Cc3ccccc3)C(=O)[C@@H]2[C@H]2c3ccccc3C=CN12

# An excerpt. The share of hits here may be higher or lower than overall.
